TRPC4 inh = inhibitors of mouse TRPC4 channel, primary screen, Fluo4 calcium, HEK293 TRPC4beta/mu-opioid cells. DAMGO-evoked Fluo4 calcium flux; active compounds read low. AID 2247, 2010. B-score at 10 µM. 300,000 compounds, 0.39% hits;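 active means B-score over 3 SD under the library average, no early fluorescence shift, positive overall ratio signal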
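Assay system: Stable TRPC4beta/mu-opioid receptor HEK293 cells | Reagent: DAMGO in two steps, submaximal then maximal | Compound dosing: Single concentration per test compound | Signal: Fluo4 Ca2+ flux fluorescence | Evaluation: Per-well B score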
KCNQ1 act = potentiators or activators of KCNQ1 channel, primary screen, cell-based, thallium flux, high-throughput; Potassium voltage-gated channel subfamily KQT member 1 (Homo sapiens), P51787; CHO-K1 KCNQ1, thallium flux FluxOR fluorescence; active compounds read high; 310,000 compounds, 0.35% hits; AID 2648, 2010; B-score at 10 µM;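 active means fluorescence ratio B-score, a plate-corrected score, at least three library SD, with initial intensity B-score within 5 SD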
Target sequence (P51787 whole entry, looked up): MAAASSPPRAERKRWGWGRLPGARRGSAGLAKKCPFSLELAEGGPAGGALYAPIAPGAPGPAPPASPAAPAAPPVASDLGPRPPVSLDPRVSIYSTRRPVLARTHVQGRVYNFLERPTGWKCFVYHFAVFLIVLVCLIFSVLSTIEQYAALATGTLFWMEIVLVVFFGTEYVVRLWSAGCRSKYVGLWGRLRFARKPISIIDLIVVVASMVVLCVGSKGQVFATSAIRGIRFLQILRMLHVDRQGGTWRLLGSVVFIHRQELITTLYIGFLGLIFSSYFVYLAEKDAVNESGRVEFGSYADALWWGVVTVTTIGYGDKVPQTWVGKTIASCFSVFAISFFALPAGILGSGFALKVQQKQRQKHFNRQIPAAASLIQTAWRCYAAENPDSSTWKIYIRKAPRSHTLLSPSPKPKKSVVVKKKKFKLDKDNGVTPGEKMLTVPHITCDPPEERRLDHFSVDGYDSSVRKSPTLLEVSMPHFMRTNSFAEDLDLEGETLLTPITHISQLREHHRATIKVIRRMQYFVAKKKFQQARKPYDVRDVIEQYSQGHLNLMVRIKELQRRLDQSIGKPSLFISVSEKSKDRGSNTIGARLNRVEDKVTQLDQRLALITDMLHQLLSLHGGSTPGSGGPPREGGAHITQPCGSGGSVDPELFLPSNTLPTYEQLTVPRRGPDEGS
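Assay system: CHO-K1 cells stably expressing KCNQ1; Medium: assay buffer with matched DMSO; Also added: K+/Tl+ depolarizing stimulus; Dosing: single dose; Timing: dye 90 min, compound 20 min, room temperature; Measured by: kinetic FluxOR thallium fluorescence, 10-s 1-Hz baseline, 110-s post-stimulus read; Read-out: peak-minus-minimum fluorescence over initial fluorescence, negative-control normalized, B-scored.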
PolyA inhibitor = polyadenylation inhibitors in yeast reporter cells, primary screen, luminescence, S. cerevisiae | calls only at 12 µM | AID 1875, 2009 | 300,000 compounds, 0.02% hits | S. cerevisiae SKY197-pL101 polyadenylation reporter, beta-gal luminescence; efflux-impaired pdr1/pdr3 knockout yeast; score 100 = 6 SD above DMSO;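 active means lowest replicate activity score at least 50, where 100 means six control SD above control mean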;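 further: yeast exposed to compound for 9 h at 30 °C; higher score means more reporter readthrough which indicates perturbed polyadenylation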
TRPC4 potent = positive allosteric modulators of TRPC4, primary screen, cell-based, mouse TRPC4beta, HEK293 mu-opioid, Fluo-4 calcium; Short transient receptor potential channel 4 (Mus musculus), Q9QUQ5; DAMGO EC20, Fluo-4 Ca2+ flux; active compounds read high; B-score at 10 µM; 310,000 compounds, 0.42% hits; AID 2227, 2009;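 active means B-score of calcium response area above 5 SD of library B-scores, with initial fluorescence ratio within 5 SD of library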;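 further: B-score of integrated fluorescence ratio over time as area under calcium response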
DYRK1A inh = rat Dyrk1A kinase inhibitors, primary screen, biochemical, single point, plate reader; 310,000 compounds, 0.43% hits; Dual specificity tyrosine-phosphorylation-regulated kinase 1A (Rattus norvegicus), Q63470; AID 504441, 2011; inhibition, % at 12.5 µM; ADP-Glo luminescence, NFATc1 peptide; in the data active means inhibition above about 50%;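 further: plate controls were vehicle with enzyme for no effect and no enzyme for full effect; many of its hits are not listed in these tables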
Platelet DG rel = inhibitors of platelet dense granule secretion, primary screen, cell-based, MLPCN, human platelets | human platelet-rich plasma, SFLLRN dense granule ATP release, luminescence | 300,000 compounds, 0.22% hits | inhibition, %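 (compounds screened at 7.5 µM in platelet-rich plasma)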 | AID 1663, 2009;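 active means mean replicate score, as percent of positive control, at or above 50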
hERG protect = hERG rescue from dofetilide block, primary screen, cell-based, CHO-hERG, FluxOR thallium flux, dofetilide IC70; dofetilide IC70 present; activation (rescue from dofetilide block), less the hit threshold, % at 10 µM; Voltage-gated inwardly rectifying potassium channel KCNH2 (Homo sapiens), Q12809; 310,000 compounds, 0.51% hits;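 active means activation above the mean of controls blocked by dofetilide plus 5 SD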;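 further: thallium influx through hERG after potassium depolarization seen as dye fluorescence rise; in these data hits start at about 4.7%; inactives centre near -7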
KCNQ1 block = inhibitors of human KCNQ1 channel, primary screen, cell-based, thallium flux, high-throughput | 310,000 compounds, 1.3% hits | CHO-K1 KCNQ1, FluxOR thallium flux fluorescence; active compounds read high | Potassium voltage-gated channel subfamily KQT member 1 (Homo sapiens), P51787 | B-score at 10 µM;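 active means compounds whose thallium flux B-score, printed positive for inhibition, exceeds three library SD while starting fluorescence stays within three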;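 further: channel opened by potassium depolarization with thallium stimulus after 20 min compound exposure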
TRPC4 agonist = activators of mouse TRPC4 channel, primary screen, Fluo4 calcium, HEK293 TRPC4beta/mu-opioid cells; Short transient receptor potential channel 4 (Mus musculus), Q9QUQ5; Fluo4 calcium fluorescence; active compounds read high; B-score at 10 µM; 310,000 compounds, 0.49% hits; AID 2237, 2010;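 active means B-score above 5 SD of library B-scores, and initial fluorescence ratio not above library mean plus 5 SD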;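 further: positive B-score marks a calcium rise read as TRPC4 activation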
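System – HEK293 cells stably co-expressing mouse TRPC4beta and mu-opioid receptor · Signal – Fluo4 calcium-sensitive dye fluorescence, kinetic, 1 Hz baseline · Benchmarks – buffer (low) and maximal DAMGO (high) · Read-out – B score of integrated fluorescence ratio per well · Incubation – dye loading 45 min room temperature, 110 s kinetic read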
KCNK3 block = human KCNK3 channel inhibitors, primary screen, CHO cells, FluxOR thallium flux, B-score. FluxOR fluorescence; active compounds read low. B-score at 10 µM. 340,000 compounds, 0.84% hits;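 active means B-score under library mean minus 4 SD, starting fluorescence ratio at most library mean plus 5 SD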;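 further: more negative B-score means stronger inhibition of thallium flux through KCNK3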
KCNK9 inh = KCNK9 potassium channel inhibitors, primary screen, HEK293 cells, thallium flux; Potassium channel subfamily K member 9 (Homo sapiens), Q9NPC2; FluxOR thallium flux fluorescence; active compounds read low; B-score at 10 µM; 310,000 compounds, 1.2% hits;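 active means ratio B-score over 3 SD below the library mean, with starting fluorescence within 5 SD of its mean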;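 further: negative B-score means less thallium flux so channel inhibition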
Target sequence (Q9NPC2 whole entry, looked up): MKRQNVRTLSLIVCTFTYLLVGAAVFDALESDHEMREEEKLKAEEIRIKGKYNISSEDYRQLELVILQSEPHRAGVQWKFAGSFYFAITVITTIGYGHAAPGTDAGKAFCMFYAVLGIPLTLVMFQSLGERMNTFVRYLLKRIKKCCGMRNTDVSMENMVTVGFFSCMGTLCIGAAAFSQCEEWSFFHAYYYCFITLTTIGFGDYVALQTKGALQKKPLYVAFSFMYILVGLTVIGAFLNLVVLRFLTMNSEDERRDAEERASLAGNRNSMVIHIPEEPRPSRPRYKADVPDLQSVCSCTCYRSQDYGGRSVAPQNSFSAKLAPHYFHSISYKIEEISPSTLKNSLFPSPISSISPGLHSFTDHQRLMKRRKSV
An asterisk follows results filed as active; i = inactive; . = no result given. The list is partial, so the mix of outcomes need not match the whole.

No.	SMILES	KCNQ1 act	KCNQ1 block	KCNK3 block	hERG protect	TRPC4 inh	DYRK1A inh
1	CCOC(=O)C(NC(=O)c1ccccc1)(Nc1nnc(C)s1)C(F)(F)F (stereo unspecified)	i	i	i	-10	i	-5
2	Cc1cccc(NC(=S)N(CCN(C)C)C(C)c2cccnc2)c1 (stereo unspecified)	i	i	i	-9	i	-3
3	OCCCNCc1ccc(-c2ccccc2)cc1	i	i	i	-9	i	-12
4	Oc1ccccc1C(=S)N1CCCCCC1	i	i	i	-10	i	-4
5	CC(C)Cc1nc(N2CCOCC2)c(C#N)c2c1COC(C)(C)C2	i	i	i	-9	i	5
6	O=[N+]([O-])c1cnc(Sc2ccncn2)s1	i	i	i	-29	i	-4
7	CC(=O)Oc1ccc2cc(-c3nc4ccccc4n3C)c(=O)oc2c1	i	i	i	4	i	-4
8	Cc1cc(C(=O)CN2C(=O)C(=O)N(Cc3ccccc3)C2=O)c(C)n1-c1ccccc1F	i	i	i	-9	i	-9
9	O=C1C(=O)N(CCCN2CCOCC2)C(c2ccc([N+](=O)[O-])cc2)/C1=C(\O)c1ccc2c(c1)OCCO2 (stereo unspecified)	i	i	i	-4	i	0
10	COc1cccc(C(=O)NCc2ccc(-c3nc4ccccc4s3)cc2)c1	i	i	i	-4	i	4
11	CCc1c(C)sc(NC(=O)Cc2ccccc2OC)c1C(=O)N1CCOCC1	i	i	i	-9	i	0
12	CCOC(=O)CN1N=C(/C=C/c2ccccc2)CCC1=O	i	i	i	-8	i	1
13	CCOC(=O)CC1=Nc2ccccc2NC(=O)C1	i	i	i	-9	i	-7
14	CNC(=O)/C(C#N)=C1/SC(Cc2ccc(F)cc2)C(=O)N1c1ccccc1 (stereo unspecified)	i	i	i	-3	i	.
15	N[C@@H](Cc1ccc(O)cc1)c1nnc([C@H](CCC(=O)O)NC(=O)C2CCNCC2)o1	i	i	i	-1	i	-1

No.	Platelet DG rel	TRPC4 agonist	PolyA inhibitor	TRPC4 potent	KCNK9 inh
1	1	i	i	i	i
2	-4	i	i	i	i
3	-12	i	i	i	i
4	3	i	i	i	i
5	8	i	i	i	i
6	-22	i	i	i	i
7	-6	i	i	i	i
8	4	i	i	i	i
9	4	i	i	i	i
10	-6	i	i	i	i
11	9	i	i	i	i
12	1	i	i	i	i
13	8	i	.	i	i
14	-18	i	i	i	i
15	2	i	i	i	i

Remaining list, next part:
No.	SMILES	KCNQ1 act	KCNQ1 block	KCNK3 block	hERG protect	TRPC4 inh	DYRK1A inh
16	COc1ccc(NC(=O)CSc2nnc(Cc3cccs3)n2-c2ccc(C)cc2)cc1	i	i	i	-7	i	5
17	O=C(c1ccccc1)c1nc[nH]c1C(=O)Nc1ccccn1	i	i	i	-5	i	0
18	Cc1ccccc1CN1CCN(Cc2ccc3cccc(F)c3n2)CC1CCO (stereo unspecified)	i	i	i	-4	i	0
19	Cc1ccccc1NS(=O)(=O)c1ccc(OCC(=O)N2CCCCC2)cc1	i	i	i	-10	i	-3
20	CCc1c(C(=O)NNC(=O)Nc2ccc3c(c2)OCO3)csc1C	i	i	i	-3	i	6
21	CCCCNC(=O)CCn1c(=O)c2ccccc2n(Cc2ccc(Cl)cc2)c1=O	i	i	i	-4	i	3
22	[N-]=[N+]=CC(=O)CCCN1C(=O)c2ccccc2C1=O	i	i	i	-28	i	-3
23	Cc1ccc(NC(=S)N2CCCN(Cc3ccc(F)cc3)C2)c(C)c1	i	i	i	-4	i	-1
24	Cc1[nH]c2ccc3ncccc3c2c1C	i	i	i	-3	i	44
25	O=C(CN1CCN(c2ccccc2F)CC1)Nc1ccccc1F	i	i	i	-15	i	-4
26	Cc1ccc(Cn2c(CCC(=O)O)nc3ncccc3c2=O)cc1	i	i	i	-4	i	7
27	Cc1cccc(C)c1NC(=O)CN1C(=O)CCSc2ccc(S(=O)(=O)N3CCCC3)cc21	i	i	i	-8	i	-9
28	Cc1ccc(CNc2nc(C)nc3sc4c(c23)CCC4)cc1	i	i	i	-9	i	7
29	CCCCN(C)CCC(=O)Nc1ccc(OC)cc1OC	i	i	i	-11	i	2
30	Cc1nn(-c2cc(C(F)(F)F)ccn2)c(=O)o1	i	i	i	-7	i	.

No.	Platelet DG rel	TRPC4 agonist	PolyA inhibitor	TRPC4 potent	KCNK9 inh
16	14	i	i	i	i
17	7	i	i	i	i
18	1	i	i	i	i
19	-3	i	i	i	i
20	-9	i	.	i	i
21	-9	i	i	i	i
22	-4	i	i	i	i
23	9	60*	i	i	i
24	-8	i	i	i	i
25	3	i	i	i	i
26	-1	i	i	i	i
27	-7	i	i	i	i
28	-8	i	i	i	i
29	5	i	i	i	i
30	6	i	i	i	i

Additional entries:
No.	SMILES	KCNQ1 act	KCNQ1 block	KCNK3 block	hERG protect	TRPC4 inh	DYRK1A inh
31	O=C(Nc1cccc2cccc(NC(=O)c3ccco3)c12)c1ccco1	i	i	i	-8	i	-2
32	NS(=O)(=O)c1ccc(CCNC(=O)C2CCN(c3ncnc4c3nc3n4CCCCC3)CC2)cc1	i	i	i	-2	i	.
33	Cc1ccc(Nc2cccccc2=O)cc1	i	i	i	-6	i	-3
34	O=S(=O)(Nc1nc2ccccc2s1)c1cc(F)ccc1F	i	i	i	-6	i	.
35	O=C(CSc1nnc(-c2ccccc2F)o1)OCc1ccccc1	i	i	i	-2	i	5
36	CN(c1ccc(OCC(=O)NC2CCCC2)cc1)S(=O)(=O)c1cccs1	i	i	i	-13	i	3
37	O=C(CN1CCSCC1)N/N=C/c1ccccc1F	i	i	i	-13	i	6
38	CC[C@@H]1[C@H]2CCCC(=O)N3CC[C@@H](C[C@@H]1OC(=O)NCc1ccccc1)[C@@H]23	i	i	i	-6	i	9
39	COCC(C)NCc1cccc(C)c1 (stereo unspecified)	i	i	i	-6	i	-1
40	CCOc1ccc(C(=O)C2CCN(C(=O)c3ccc([N+](=O)[O-])cc3)CC2)cc1	i	i	i	-8	i	0
41	COC1CCCN(C(=O)c2ccc3nc(Cc4cccc(Cl)c4)oc3c2)C1 (stereo unspecified)	i	i	i	-10	i	-5
42	COC(=O)C(=O)Nc1nnc(COc2ccccc2)s1	i	i	i	-8	i	-6
43	COc1ccc(CNC(=O)C2CC(c3cccc(OC)c3)=NO2)cc1 (stereo unspecified)	i	i	i	-11	i	0
44	O=C(c1ccccc1Cl)N(Cc1ccc(Br)cc1)N1C(=O)CCCC1=O	i	i	i	-14	i	1
45	COc1ccc(CC(=O)Oc2ccc(C)cc2Br)cc1OC	i	i	i	-6	i	0
46	CN1CCc2c(sc3nc(SCC(N)=O)n(-c4ccc(Cl)cc4)c(=O)c23)C1	i	i	i	-5	i	9
47	CCCN1C(=O)C(O)(C2CC(=O)CC(C)(C)O2)c2ccccc21 (stereo unspecified)	i	i	i	-9	i	-1
48	O=C(CNCC1CCCO1)N1CCCc2ccccc21 (stereo unspecified)	i	i	i	-12	i	4

No.	Platelet DG rel	TRPC4 agonist	PolyA inhibitor	TRPC4 potent	KCNK9 inh
31	0	i	i	i	i
32	-13	i	i	i	i
33	2	i	i	i	i
34	-2	i	i	i	i
35	5	i	i	i	i
36	1	i	i	i	i
37	0	i	i	i	i
38	-2	i	i	i	i
39	6	i	i	i	i
40	-5	i	i	i	i
41	2	i	i	i	i
42	8	i	i	i	i
43	-13	i	i	i	i
44	-4	i	i	i	i
45	0	i	i	i	i
46	-2	i	i	i	i
47	8	i	i	i	i
48	18	i	i	i	i

Rewritten as a markdown table: part of the list above.
| no. | Structure | KCNQ1 act | KCNQ1 block | KCNK3 block | hERG protect | TRPC4 inh | DYRK1A inh | Platelet DG rel | TRPC4 agonist | PolyA inhibitor | TRPC4 potent | KCNK9 inh |
| --- | --- | --- | --- | --- | --- | --- | --- | --- | --- | --- | --- | --- |
| 39 | COCC(C)NCc1cccc(C)c1 (stereo unspecified) | i | i | i | -6 | i | -1 | 6 | i | i | i | i |
| 45 | COc1ccc(CC(=O)Oc2ccc(C)cc2Br)cc1OC | i | i | i | -6 | i | 0 | 0 | i | i | i | i |
| 35 | O=C(CSc1nnc(-c2ccccc2F)o1)OCc1ccccc1 | i | i | i | -2 | i | 5 | 5 | i | i | i | i |

TRPC4 agonist, hit marks shown above
nr	canonical_smiles	KCNQ1 block	KCNK3 block	TRPC4 inh	DYRK1A inh	Platelet DG rel	TRPC4 agonist	PolyA inhibitor	TRPC4 potent	KCNK9 inh
23	Cc1ccc(NC(=S)N2CCCN(Cc3ccc(F)cc3)C2)c(C)c1	i	i	i	-1	9	60*	i	i	i

Structures above containing a cyano group (2):
No.	SMILES	KCNQ1 act	KCNQ1 block	KCNK3 block	hERG protect	TRPC4 inh	DYRK1A inh
5	CC(C)Cc1nc(N2CCOCC2)c(C#N)c2c1COC(C)(C)C2	i	i	i	-9	i	5
14	CNC(=O)/C(C#N)=C1/SC(Cc2ccc(F)cc2)C(=O)N1c1ccccc1 (stereo unspecified)	i	i	i	-3	i	.

No.	Platelet DG rel	TRPC4 agonist	PolyA inhibitor	TRPC4 potent	KCNK9 inh
5	8	i	i	i	i
14	-18	i	i	i	i

Bioassay records: PubChem BioAssay, several laboratories
